# Screening data (PubChem)
# TRPC6 inhibitor = blocks the mouse TRPC6 cation channel. HEK293-TRPC6, membrane potential dye, ACh-evoked depolarization; active compounds read low. 310,000 tested, 1.1% active. Q61143. B-score at 10 µM;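 active = B-score under library mean minus 3 SD, initial fluorescence not abnormally high, positive integrated signal ratio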;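 also: B-score derived from integrated fluorescence ratio over the kinetic read; more negative B-score means stronger inhibition of depolarization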
# TRPC6 activator = mouse TRPC6 channel activation; Q61143; HEK293-TRPC6 membrane potential dye fluorescence; active compounds read high; B-score at 10 µM; 310,000 tested, 0.13% active;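 active = B-score of the integrated fluorescence ratio above library mean plus 3 SD, and starting fluorescence ratio within library mean plus 5 SD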;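 also: higher score means more depolarization so channel activation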
# MrgX1 PAM = allosterically activates human MrgX1 receptor signaling; B-score at 10 µM; MrgX1-HEK293, Fluo-4 calcium flux, FDSS; active compounds read high; Q96LB2; 310,000 tested, 0.63% active;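 active = plate-corrected calcium response at least 3 library SD above typical, normal starting fluorescence, not activating the receptor alone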;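 also: compound read alongside a low EC10 to EC30 dose of BAM8-22 agonist; peak minus trough fluorescence over baseline measured at the second addition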
# HIF act = HIF pathway transcriptional activation; activation, % at 7.5 µM (by protocol); 300,000 tested, 0.32% active; U2OS HRE-luciferase reporter, luminescence; normalized: DMSO 0%, desferrioxamine 100%;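 active = mean activation of at least 10% of the iron chelator positive control signal, with at least half of replicates also reaching 10%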
# TRPC4 PAM = allosterically enhances the mouse TRPC4 cation channel; B-score at 10 µM; 310,000 tested, 0.42% active; AID 2227; Q9QUQ5; HEK293 TRPC4beta/mu-opioid, DAMGO EC20, Fluo-4 Ca2+ flux; active compounds read high;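 active = B-score of calcium response area above 5 SD of library B-scores, with initial fluorescence ratio within 5 SD of library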;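 also: B-score of integrated fluorescence ratio over time as area under calcium response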
# Target sequence (Q9QUQ5 whole entry, looked up): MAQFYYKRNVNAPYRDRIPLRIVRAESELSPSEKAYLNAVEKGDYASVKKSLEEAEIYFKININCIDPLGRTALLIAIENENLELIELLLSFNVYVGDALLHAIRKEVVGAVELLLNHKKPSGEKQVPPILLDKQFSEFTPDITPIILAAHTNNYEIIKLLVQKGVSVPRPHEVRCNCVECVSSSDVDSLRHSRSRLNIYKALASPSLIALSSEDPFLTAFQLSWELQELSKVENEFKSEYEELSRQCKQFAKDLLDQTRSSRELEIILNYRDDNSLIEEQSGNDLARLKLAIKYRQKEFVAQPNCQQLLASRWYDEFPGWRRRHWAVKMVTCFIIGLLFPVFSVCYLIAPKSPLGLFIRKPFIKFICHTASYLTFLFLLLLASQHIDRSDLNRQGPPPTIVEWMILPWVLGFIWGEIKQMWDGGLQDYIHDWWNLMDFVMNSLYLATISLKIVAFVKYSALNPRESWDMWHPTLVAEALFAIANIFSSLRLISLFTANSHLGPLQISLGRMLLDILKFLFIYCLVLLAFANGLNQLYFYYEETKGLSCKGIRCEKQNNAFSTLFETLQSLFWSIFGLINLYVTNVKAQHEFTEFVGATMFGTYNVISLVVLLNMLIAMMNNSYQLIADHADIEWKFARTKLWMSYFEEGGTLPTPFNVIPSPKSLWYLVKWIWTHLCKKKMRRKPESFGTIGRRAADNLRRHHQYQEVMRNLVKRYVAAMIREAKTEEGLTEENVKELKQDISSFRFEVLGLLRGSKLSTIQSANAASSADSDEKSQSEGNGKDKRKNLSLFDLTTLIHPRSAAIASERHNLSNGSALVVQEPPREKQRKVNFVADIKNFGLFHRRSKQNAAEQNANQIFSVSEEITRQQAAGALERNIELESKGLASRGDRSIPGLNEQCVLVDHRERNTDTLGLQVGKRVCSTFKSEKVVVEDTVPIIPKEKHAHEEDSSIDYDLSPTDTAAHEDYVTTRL
# TRPC4 block = inhibitors of mouse TRPC4 channel; B-score at 10 µM; AID 2247; 300,000 tested, 0.39% active; HEK293 TRPC4beta/mu-opioid, DAMGO-evoked Fluo4 calcium flux; active compounds read low;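 active = B-score over 3 SD under the library average, no early fluorescence shift, positive overall ratio signal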
#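 test system = HEK293 cells with stable TRPC4beta plus mu-opioid receptor expression | detection = Fluo4 Ca2+ flux fluorescence | read-out = integrated fluorescence ratio relative to baseline, converted to per-well B score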
# AI-2 QS modul = Vibrio harveyi AI-2 quorum sensing modulation | Vibrio harveyi JMH597 AI-2 luminescence/OD600 ratio, 9 h; active compounds read low; strain lacks LuxN and CqsS sensors; 0 = neutral-control median | activity change, % at 7.5 µM | 300,000 tested, 0.4% active; in the data active = activity change below about -75%, passing the limit was not always enough;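 also: luminescence divided by OD600 gain over 9 h not by final OD600 alone; inactives centre near 13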
# TRPC4 agonist = TRPC4 (mouse) channel activation | Q9QUQ5 | HEK293 TRPC4beta/mu-opioid, Fluo4 calcium fluorescence; active compounds read high | B-score at 10 µM | 310,000 tested, 0.49% active | AID 2237;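 active = B-score above 5 SD of library B-scores, and initial fluorescence ratio not above library mean plus 5 SD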;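 also: positive B-score marks a calcium rise read as TRPC4 activation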
#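 Assay system: HEK293 stable line with TRPC4beta plus mu-opioid receptor; schedule: 45 min room-temperature Fluo4 loading, 110 s read; technique: kinetic Fluo4 calcium fluorescence; evaluation: integrated baseline-normalised fluorescence ratio, converted to per-well B score; controls: buffer (low) and maximal DAMGO (high)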
# MrgX1 ag = activates human MrgX1 receptor signaling; AID 588627; 310,000 tested, 0.44% active; MrgX1-HEK293 cells, Fluo-4 calcium fluorescence, agonist mode; active compounds read high; B-score at 10 µM;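 active = calcium response B-score plate-corrected fluorescence ratio at least 3 library SD, with starting fluorescence B-score inside 5 SD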
#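 Material: MrgX1-expressing HEK293 cells / Dosing: compound as first of three additions / Incubation: overnight seeding, then 1 h dark dye loading / Signal: Fluo-4 NW calcium fluorescence / Evaluation: B-scored fluorescence response ratio / Benchmarks: positive and negative control wells on each plate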
# MrgX1 antagonist = blocks BAM8-22 activation of human MrgX1 receptor | Q96LB2 | MRGX1-HEK293 calcium flux, Fluo-4, BAM8-22 antagonism; active compounds read low | AID 588676 | 310,000 tested, 1.3% active | B-score at 10 µM;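 active = calcium-response B-score plate-corrected more than 3 library SD below zero, starting fluorescence within 5 deviations, no agonist response on first addition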;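 also: peak minus trough fluorescence over baseline after final BAM8-22 challenge near maximal dose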
# PolyA inhibitor = blocks polyadenylation in yeast reporter cells; S. cerevisiae SKY197-pL101 polyadenylation reporter, beta-gal luminescence; efflux-impaired pdr1/pdr3 knockout yeast; score 100 = 6 SD above DMSO; calls only at 12 µM; 300,000 tested, 0.02% active; AID 1875;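 active = lowest replicate activity score at least 50, where 100 means six control SD above control mean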;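 also: yeast exposed to compound for 9 h at 30 °C; higher score means more reporter readthrough which indicates perturbed polyadenylation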
# * hit, by the source's call; i = inactive; . = no result given.
SMILES,TRPC6 inhibitor,TRPC6 activator,MrgX1 PAM,HIF act,TRPC4 PAM,TRPC4 block,AI-2 QS modul,TRPC4 agonist,MrgX1 ag,MrgX1 antagonist,PolyA inhibitor
Cc1ccc(Cc2cnc(NC(=O)/C(C#N)=C/c3ccc(-c4ccc([N+](=O)[O-])cc4)o3)s2)cc1,i,i,i,-0.2,i,i,24,i,i,i,i
COc1cc(C=O)ccc1OCC(=O)NC(C)(C)C,i,i,i,0.0,i,i,18,i,i,i,i
CC1=C(C(=O)Nc2ccccc2C(=O)N2CCC(C)CC2)SCCO1,i,i,i,0.6,i,i,23,i,i,i,i
O=C1Nc2ccccc2C(O)(C(=O)N2CCCCC2)N1c1ccccc1 (configuration not stated),i,i,i,0.1,i,i,9,i,i,i,i
Cc1cccc(NC(=O)c2nc[nH]c2C(=O)N[C@@H](CC(C)C)C(=O)OC(C)(C)C)c1,i,i,i,-1.1,i,i,21,i,i,i,i
Cc1cc(OCn2ccc(C(=O)O)n2)ccc1Cl,i,i,i,0.3,i,.,28,i,i,i,i
CC(C)OC(=O)CC1C(=O)NCCN1C(=S)NC(=O)c1cccs1 (configuration not stated),i,i,i,0.1,i,i,17,i,i,i,i
COc1cccc2[nH]c(C(=O)NCCc3ccccc3)cc12,i,i,i,3.1,i,i,11,i,i,i,i
COc1ccc(N(CC(=O)NC2CCCC2)C(=O)CCC(=O)Nc2nc(C)cs2)cc1OC,i,i,i,1.1,i,i,.,i,i,i,i
Cc1ccc(C(=O)C(C)OC(=O)CN2C(=O)NC3(CCCC3)C2=O)cc1C (configuration not stated),i,i,i,-0.5,i,i,7,i,i,i,i
O=C(Cc1ccc(Cl)cc1)Nc1cccc(C(=O)Nc2ccccc2C(=O)O)c1,i,i,i,-0.6,i,i,-4,i,i,i,i
CCSC1=C(C#N)C2(CCCCC2)C(C#N)C(=O)N1 (configuration not stated),i,i,i,-0.4,i,i,36,i,i,i,.
Fc1ccc(CN(Cc2ccccc2)C(c2cccs2)c2nnnn2C2CCCCC2)cc1 (configuration not stated),i,i,i,-17,i,i,9,i,i,i,i
Cc1cc(C)c(O)c(-c2cc(C(=O)NCCc3ccc(S(N)(=O)=O)cc3)[nH]n2)c1,i,i,i,0.0,i,i,13,i,i,i,i
CC(=O)SC(C)CC(=O)NCc1ccccc1 (configuration not stated),i,i,i,-0.2,i,i,19,i,i,i,i
Cc1nn(C(=O)c2nn(C)cc2Cl)c(C)c1Br,i,i,i,-0.2,i,i,31,i,i,i,i
COc1cc(OC)cc(C(=O)Nc2cccc(NC(C)=O)c2)c1,i,i,i,0.0,i,i,30,i,i,i,i
O=C1CCCC(=O)C1C1c2ccccc2CCN1C(=O)CCl (configuration not stated),i,i,i,-0.1,i,i,21,i,i,i,i
CCCCN(C(=O)CSc1nnc(Nc2ccc(C)c(C)c2)s1)c1c(N)n(Cc2ccccc2)c(=O)[nH]c1=O,i,i,i,0.5,i,i,32,i,i,i,i
Cc1ccc(CNC(=O)C2CCCN2C(=O)Nc2ccc(C)cc2)cc1 (configuration not stated),i,i,i,1.3,i,i,11,i,i,i,i

# Not a retest: entries from further up.
SMILES,TRPC6 inhibitor,TRPC6 activator,MrgX1 PAM,HIF act,TRPC4 PAM,TRPC4 block,AI-2 QS modul,TRPC4 agonist,MrgX1 ag,MrgX1 antagonist,PolyA inhibitor
COc1cc(OC)cc(C(=O)Nc2cccc(NC(C)=O)c2)c1,i,i,i,0.0,i,i,30,i,i,i,i
O=C1CCCC(=O)C1C1c2ccccc2CCN1C(=O)CCl (configuration not stated),i,i,i,-0.1,i,i,21,i,i,i,i
CCCCN(C(=O)CSc1nnc(Nc2ccc(C)c(C)c2)s1)c1c(N)n(Cc2ccccc2)c(=O)[nH]c1=O,i,i,i,0.5,i,i,32,i,i,i,i
Cc1ccc(CNC(=O)C2CCCN2C(=O)Nc2ccc(C)cc2)cc1 (configuration not stated),i,i,i,1.3,i,i,11,i,i,i,i

# Further results:
SMILES,TRPC6 inhibitor,TRPC6 activator,MrgX1 PAM,HIF act,TRPC4 PAM,TRPC4 block,AI-2 QS modul,TRPC4 agonist,MrgX1 ag,MrgX1 antagonist,PolyA inhibitor
O=C(O)CC/C(=C\c1ccc2c(c1)OCO2)c1nc2ccccc2s1,i,i,i,-0.5,i,i,36,i,i,i,i
Cc1ccccc1N1C(=O)CC(Nc2ccc3c(c2)OCO3)C1=O (configuration not stated),i,i,i,-0.1,i,i,27,i,i,i,i
O=C(CN1C(=O)NC2(CCCC2)C1=O)N1CCc2ccccc2C1,i,i,i,0.0,i,i,15,i,i,i,i
Cc1cccc(NC(=O)CNC(=O)CCc2nc3sc4c(c3c(=O)[nH]2)CCCC4)c1C,i,i,i,0.7,i,i,21,i,i,i,i
COC1=CC2(O)CCCC2=CC1=O (configuration not stated),i,i,i,0.1,i,i,4,i,i,i,i
COc1cc(NC(=O)C/C(C)=N/NC(=O)C(=O)NC2CCCCC2)c(OC)cc1Cl,i,i,i,1.0,i,i,21,i,i,i,i
O=S(=O)(c1ccccc1)N1CCc2ccccc2C1,i,i,i,-2.6,i,i,22,i,i,i,i
CN(CC1CCCN(CCc2ccc(Cl)cc2)C1)C(=O)c1ccc2nc[nH]c2c1 (configuration not stated),i,i,i,-0.7,i,i,21,i,i,i,i
CCOC(=O)N1CCN(C(=O)c2cc3c(=O)n(C)c4ccccc4c3n2C)CC1,i,i,i,-0.3,i,i,7,i,i,i,i
Cc1ccc(-n2nc3cc(C)c(N)cc3n2)cc1,i,i,i,2.0,i,i,-2,i,i,i,i
O=[N+]([O-])c1ccccc1S(=O)(=O)N(CC1CO1)c1ccccc1 (configuration not stated),i,i,i,-0.2,i,i,19,i,i,i,i
CC1=C(C(=O)OCc2ccccc2)C(c2ccc(Cl)cc2)NC(=O)N1CCCC(=O)O (configuration not stated),i,i,i,0.3,i,i,3,i,i,i,i
COc1ccc(OC)c(S(=O)(=O)N2CCCC(C(=O)N3CCC(C(N)=O)CC3)C2)c1 (configuration not stated),i,i,i,0.2,i,i,-17,i,i,i,i
CCC(C)(C)NC(=O)CCCSc1nc2ccccc2[nH]1,i,i,i,0.2,i,i,12,i,i,i,i
O=C(CN1C(=O)C2C3CC(C(Br)C3Br)C2C1=O)OCC(=O)c1cccc([N+](=O)[O-])c1 (configuration not stated),i,i,i,-0.2,i,i,19,i,i,i,i
CCNC(=O)C1CC(=O)OC12CCCCC2 (configuration not stated),i,i,i,0.4,i,i,11,i,i,i,i
Cc1cc(C)c[n+](CC(=O)c2c(C)cc(C)c([N+](=O)[O-])c2C)c1,i,i,i,-1.7,i,i,8,i,i,i,i
CN(C)C=NC(=O)c1ccc(N2CCN(c3ncc(C(F)(F)F)cc3Cl)CC2)cc1,i,i,i,-0.2,i,i,8,i,i,i,i
CC(O)CSc1nc2c(c(=O)[nH]c(=O)n2C)n1Cc1ccccc1 (configuration not stated),i,i,i,-0.5,i,i,-6,i,i,i,i
O=C(NCc1ccco1)c1cc(S(=O)(=O)N2CCOCC2)ccc1Cl,i,i,i,-0.1,i,i,16,i,i,i,i
COc1ccc(OC)c(S(=O)(=O)N(C)CC(=O)N2CCN(c3ccc(F)cc3)CC2)c1,i,i,i,0.2,i,i,4,i,i,i,i
O=c1[nH]ncn1-c1ccc(Br)cc1,i,i,i,0.1,i,i,8,i,i,i,i
Cc1ccccc1NS(=O)(=O)c1ccc(NS(=O)(=O)c2cccs2)cc1,i,i,i,-0.6,i,i,-1,i,i,i,i
Cc1cc(=S)c2ccccc2[nH]1,i,i,i,-0.2,i,i,3,i,i,i,i
NC(=O)C1CCCN(S(=O)(=O)c2ccc(Br)cc2)C1 (configuration not stated),i,i,i,0.3,i,i,5,i,i,i,i
Cc1ccc(-n2cc(S(=O)(=O)c3ccc(C)cc3)[nH]c2=O)cc1,i,i,i,0.1,i,i,20,i,i,-4.8*,i
CCOc1ccccc1NC(=O)C(CC(C)C)NC(=O)C1CCC(C)CC1 (configuration not stated),i,i,i,-0.6,i,i,14,i,i,i,i
Cc1ccc(CN2CCN(Cc3cn(C(C)C)c4ccccc34)CC2CCO)o1 (configuration not stated),i,i,i,0.2,i,i,11,i,i,i,i
CCCn1nc(C(=O)Nc2ccc(S(=O)(=O)Nc3ncccn3)cc2)c2ccccc2c1=O,i,i,i,-0.2,i,i,22,i,i,i,i
Cc1cc(Cl)ccc1OC(C)C(=O)NNC(=O)C1CCCCC1C(=O)O (configuration not stated),i,i,i,0.4,i,i,8,i,i,i,i
O=C(CN1CCN(c2ccc(F)cc2)CC1)Nc1ccc2c(c1)OCCO2,i,i,i,-1.3,i,i,11,i,i,i,i
CC(=O)NCCNC(=O)C1CCC(CNc2nc(=S)[nH]c3ccccc23)CC1 (configuration not stated),i,i,i,1.0,i,i,5,i,i,i,i
O=C(NC1CCCCCC1)C(=S)NCCc1ccccc1,i,i,i,2.3,i,i,11,i,i,i,i
Cc1cc(NC(=O)CCc2ccc(C)o2)no1,i,i,i,0.0,i,i,11,i,i,i,i
Cc1cc(F)ccc1S(=O)(=O)N1CCCOC1CNC(=O)C(=O)NCCc1ccccc1 (configuration not stated),i,i,i,0.2,i,i,20,i,i,i,i
O=C(COc1ccccc1F)NC12CC3CC(CC(C3)C1)C2,i,i,6.6*,.,i,i,-2,i,i,i,i
O=C(COc1nsnc1N1CCOCC1)Nc1ccccc1Cl,i,i,i,-0.1,i,i,3,i,i,i,i
Oc1ccccc1C(=S)N1CCN(c2cccc(Cl)c2)CC1,i,i,i,-0.4,i,i,45,i,i,i,i
CCn1cc(/C=N\NC(=O)Cc2ccc([N+](=O)[O-])cc2)c(C)n1,i,i,i,0.3,i,i,16,i,i,i,i
COc1ccc(C)cc1NC1=C(Cl)C(=O)N(C2CCCCC2)C1=O,i,i,i,-0.9,i,i,2,i,i,i,i
CN(C(=O)CC1C(=O)NCCN1Cc1ccc(F)cc1Cl)C1CCCCC1 (configuration not stated),i,i,i,-0.8,i,i,34,i,i,i,i
COc1cc(CC(CC(=O)O)CC(C)OCc2ccccc2)cc(OC)c1 (configuration not stated),i,i,i,0.3,i,i,5,i,i,i,i
Cc1n[nH]c(C)c1C(=O)CC1(O)C(=O)N(CCc2ccccc2)c2ccc(Cl)cc21 (configuration not stated),i,i,i,-0.2,i,i,31,i,i,i,i

# The list is partial; count on the stated rates, not on these rows.
